Source: PubChem
PolyA inhibitor: inhibitors of polyadenylation in S. cerevisiae; S. cerevisiae SKY197-pL101 polyadenylation reporter, beta-gal luminescence; efflux-impaired pdr1/pdr3 knockout yeast; score 100 = 6 SD above DMSO; calls only at 12 µM; 300,000 tested, 0.02% active; AID 1875;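 active = lowest replicate activity score at least 50, where 100 means six control SD above control mean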;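 also: yeast exposed to compound for 9 h at 30 °C; higher score means more reporter readthrough which indicates perturbed polyadenylation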
RGS4 inh: inhibitors of human RGS4; 310,000 tested, 0.45% active; B-score at 10 µM; HEK293 M3R/RGS4 inducible, Fluo-4 calcium flux; active compounds read high; triggered by carbachol at its EC20; P49798; AID 463165;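 active = B-score, a plate-corrected calcium signal, over three deviations above library mean, with baseline fluorescence within five deviations of library mean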;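 also: RGS4 expression induced by doxycycline in cells with stable M3 receptor; B-score is computed from the integrated fluorescence ratio over baseline after carbachol; higher B-score means a larger calcium signal and so more RGS4 inhibition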
Target sequence (P49798 whole entry, looked up): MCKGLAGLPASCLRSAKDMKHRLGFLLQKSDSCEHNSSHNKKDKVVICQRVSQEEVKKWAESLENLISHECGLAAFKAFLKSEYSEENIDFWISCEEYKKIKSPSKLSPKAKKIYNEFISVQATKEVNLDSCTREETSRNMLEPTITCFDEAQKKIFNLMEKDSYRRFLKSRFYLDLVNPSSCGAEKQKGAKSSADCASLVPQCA
Dyrk1A ADPGlo: blocks rat Dyrk1A kinase activity. ADP-Glo luminescence, NFATc1 peptide. 310,000 tested, 0.43% active. inhibition, % at 12.5 µM; in the data active = inhibition above about 50%;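 also: plate controls were vehicle with enzyme for no effect and no enzyme for full effect; many of its hits are not listed in these tables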
RGS4 pot: RGS4 potentiation or activation; HEK293 M3R/inducible RGS4, carbachol calcium flux Fluo4; active compounds read low; B-score at 10 µM; 310,000 tested, 0.92% active; AID 463111;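 active = B-score of the integrated calcium signal more than 4 SD below the library mean, with starting fluorescence not abnormally high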;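 also: negative B-score means reduced calcium response which marks RGS4 activation or potentiation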
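Reagent: ECmax carbachol challenge; Test system: M3R-expressing HEK293 line, RGS4 induced by doxycycline; Schedule: overnight RGS4 induction, 30 min dye load 37 °C, 20 min compound RT; Detection: calcium dye Fluo4 fluorescence; Read-out: Agonist-evoked peak-minus-minimum fluorescence over baseline, integrated ratio, B score.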
KCNK3 inh: human KCNK3 channel inhibition, primary screen. 340,000 tested, 0.84% active. O14649. CHO-KCNK3 thallium flux, FluxOR fluorescence; active compounds read low. B-score at 10 µM;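 active = B-score under library mean minus 4 SD, starting fluorescence ratio at most library mean plus 5 SD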;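 also: more negative B-score means stronger inhibition of thallium flux through KCNK3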
Target sequence (O14649 whole entry, looked up): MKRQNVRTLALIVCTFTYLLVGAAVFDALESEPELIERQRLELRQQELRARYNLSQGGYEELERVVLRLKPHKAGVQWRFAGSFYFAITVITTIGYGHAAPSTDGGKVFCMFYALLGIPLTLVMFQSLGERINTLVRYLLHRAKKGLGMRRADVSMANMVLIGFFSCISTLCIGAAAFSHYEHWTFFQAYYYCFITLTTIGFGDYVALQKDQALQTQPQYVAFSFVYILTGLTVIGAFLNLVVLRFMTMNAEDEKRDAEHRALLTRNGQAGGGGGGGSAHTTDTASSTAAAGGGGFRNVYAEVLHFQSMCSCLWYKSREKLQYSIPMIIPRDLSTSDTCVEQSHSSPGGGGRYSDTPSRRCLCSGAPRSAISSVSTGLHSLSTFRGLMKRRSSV
KCNQ1 pot: potentiates or activates the human KCNQ1 potassium channel | P51787 | 310,000 tested, 0.35% active | B-score at 10 µM | CHO-K1 KCNQ1, thallium flux FluxOR fluorescence; active compounds read high;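 active = fluorescence ratio B-score, a plate-corrected score, at least three library SD, with initial intensity B-score within 5 SD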
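Material: CHO-K1 cells stably expressing KCNQ1. Medium: assay buffer for compound exposure, DMSO matched across wells. Reagent: K+/Tl+ depolarizing stimulus. Compound dosing: single-concentration screen. Times: 37 °C overnight plating, 90-min dark dye load, 20-min compound pretreatment. Technique: FluxOR Tl+ flux fluorescence.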
KCNQ1 block: inhibitors of human KCNQ1 potassium channel; P51787; CHO-K1 KCNQ1, FluxOR thallium flux fluorescence; active compounds read high; B-score at 10 µM; 310,000 tested, 1.3% active; AID 2642;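 active = compounds whose thallium flux B-score, printed positive for inhibition, exceeds three library SD while starting fluorescence stays within three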;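 also: channel opened by potassium depolarization with thallium stimulus after 20 min compound exposure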
KCNK9 block: blocks the human KCNK9 two-pore domain potassium channel; Q9NPC2; HEK293 KCNK9, FluxOR thallium flux fluorescence; active compounds read low; B-score at 10 µM; 310,000 tested, 1.2% active;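 active = ratio B-score over 3 SD below the library mean, with starting fluorescence within 5 SD of its mean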;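 also: negative B-score means less thallium flux so channel inhibition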
GSK3beta inhib: inhibitors of human GSK3beta kinase | P49841 | GST-GSK3beta kinase, ADP-Glo luminescence, 60 min; active compounds read low | activity score (negative = inhibition), % at 10 µM | 300,000 tested, 0.038% active | AID 2097;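 active = more than half of replicate wells score below -50%, meaning over 50% inhibition versus plate controls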;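 also: 0% = median DMSO wells and -100% = median GW8510 positive control wells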
Target sequence (P49841 whole entry, looked up): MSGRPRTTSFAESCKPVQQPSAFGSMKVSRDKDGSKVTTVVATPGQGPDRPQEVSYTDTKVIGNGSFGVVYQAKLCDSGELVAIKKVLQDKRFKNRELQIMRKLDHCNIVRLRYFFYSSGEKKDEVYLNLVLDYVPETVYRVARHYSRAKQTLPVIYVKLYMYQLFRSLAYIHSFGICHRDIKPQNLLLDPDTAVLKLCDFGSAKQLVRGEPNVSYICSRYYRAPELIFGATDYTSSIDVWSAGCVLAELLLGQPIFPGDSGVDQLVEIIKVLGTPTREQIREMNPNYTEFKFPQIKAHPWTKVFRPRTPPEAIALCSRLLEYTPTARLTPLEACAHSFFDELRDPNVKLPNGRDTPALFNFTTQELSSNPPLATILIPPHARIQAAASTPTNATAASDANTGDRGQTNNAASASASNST
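Test system – GST-tagged human GSK3beta kinase, cell-free · Incubation – 60 min enzyme reaction, room temperature · Signal – ADP-Glo luminescence · Also added – peptide substrate and ATP at 25 µM · Controls – DMSO neutral wells and GW8510 at 20 µM as positive · Buffer or medium – Tris/MgCl2 kinase buffer · Measure – Luminescence-derived activity versus plate DMSO and GW8510 wells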
GSK3A inh: inhibitors of human GSK-3 alpha kinase. ADP-Glo luminescence, 60 min. inhibition, % at 10 µM. 320,000 tested, 0.1% active. AID 2650;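 in the data active = inhibition above about 50%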;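 also: GST-tagged GSK-3 alpha with peptide substrate and 25 µM ATP; 0% = DMSO neutral wells and 100% = GW8510 positive control wells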
hERG rescue: compounds protecting human hERG from proarrhythmic drug block; Q12809; activation (rescue from dofetilide block), less the hit threshold, % at 10 µM; 310,000 tested, 0.51% active; CHO-hERG, FluxOR thallium flux, dofetilide IC70 present;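 active = activation above the mean of controls blocked by dofetilide plus 5 SD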;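 also: thallium influx through hERG after potassium depolarization seen as dye fluorescence rise; in these data hits start at about 4.7%; inactives centre near -7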
* marks the source's active call; other numbers are inactive results; i = inactive; . = no result given. This is a subset; count on the stated rates, not on these rows.

Molecule | RGS4 pot | GSK3beta inhib | Dyrk1A ADPGlo | KCNQ1 pot | hERG rescue | KCNQ1 block | RGS4 inh | GSK3A inh | KCNK3 inh | PolyA inhibitor | KCNK9 block
CCOC(=O)c1c(N2C(=O)Nc3ccccc3N2O)n[nH]c1-c1cccc(Cl)c1 | i | 1 | 2 | 36* | 11* | i | i | 4 | i | i | i
N#C/C(=C\c1cccnc1)C(=O)Nc1ccc(S(N)(=O)=O)cc1 | i | 2 | 2 | i | -11 | i | i | 1 | i | i | i
Clc1ccsc1-c1ccc2ccccc2n1 | i | -2 | -2 | i | -4 | i | i | -1 | i | i | i
Cc1sc2ncn(CC(=O)NCCCC(=O)N3CCN(c4ccccc4F)CC3)c(=O)c2c1C | i | 2 | -2 | i | -3 | i | i | -2 | i | i | i
COCCn1c(=NC(=O)c2nc3ccccc3s2)sc2cc(S(C)(=O)=O)ccc21 | i | 2 | -3 | i | -6 | i | i | 6 | i | i | i
c1ccc(Cc2nnc3sc(-c4ccncc4)nn23)cc1 | i | -15 | -2 | i | -10 | i | i | -1 | i | i | i
O=C(Nc1ccc(C(=O)OC2CCCCC2)cc1)c1ccncc1 | i | . | -8 | i | -8 | i | i | 1 | i | i | i
CC(C)OP(=O)(c1ccc(N(C)C)cc1)C(O)c1ccc(Br)cc1 (stereo not drawn) | i | 1 | -8 | i | -4 | i | i | -2 | i | i | i
COc1ccc(CNC2CCN(Cc3ccccc3)CC2)cc1 | i | -1 | 1 | i | -4 | i | i | 4 | i | i | i
COc1ccc(OC)c(NC(=O)NCCN2CCN(c3ccccc3)CC2)c1 | i | -1 | -6 | i | -4 | i | i | -3 | i | i | i
CCN1C(=O)c2cccc3c(N)ccc1c23 | i | -2 | 2 | i | -4 | i | i | 1 | i | i | i
CCCN1CC(=O)N2C(c3cccc(OC)c3OC)c3[nH]c4ccccc4c3C[C@H]2C1=O (stereo partly drawn) | i | 1 | -3 | i | -6 | i | i | -2 | i | i | i

Later entries
Molecule | RGS4 pot | GSK3beta inhib | Dyrk1A ADPGlo | KCNQ1 pot | hERG rescue | KCNQ1 block | RGS4 inh | GSK3A inh | KCNK3 inh | PolyA inhibitor | KCNK9 block
CCCCn1c(N)c(N(CC(C)C)C(=O)c2cc(-c3ccncc3)nc3ccccc23)c(=O)[nH]c1=O | i | 0 | 23 | i | -16 | i | i | -1 | i | i | i
O=C(Nc1cccc(NC(=O)c2ccc(-c3ccc(Br)cc3)o2)c1)c1ccco1 | i | 0 | -1 | i | -6 | i | i | -1 | i | i | i
COC(=O)c1ccc(C2C(Oc3ccccc3)C(=O)N2CCc2ccc(F)cc2)cc1 (stereo not drawn) | i | 1 | 4 | i | -8 | i | i | -6 | i | i | i
CCOC(=O)CCc1c(C)nc2cc(-c3ccc(F)cc3)[nH]n2c1=O | i | 0 | 5 | i | -8 | i | i | -2 | i | i | i
O=C1CCCN1CCCNc1ncnc2c1[nH]c1ccc(Cl)cc12 | i | -2 | 7 | i | -10 | i | i | 8 | i | i | i
CCCCN(C)C(=O)c1cc2c(s1)-c1ccccc1S(=O)(=O)C2 | i | -2 | -1 | i | -5 | i | i | 3 | i | i | i
O=C(CN1CCN(Cc2ccccc2F)C1=O)NCc1cccnc1 | i | 0 | 0 | i | -6 | i | i | -1 | i | i | i
CCOC(=O)N1CCc2c(sc3c2c(=O)n(Cc2ccccc2)c(=O)n3Cc2ccc(C)cc2)C1 | i | 0 | 2 | i | -7 | i | 8.7* | 2 | i | i | i
CC1CCCN(CC(O)COCc2ccc3c(c2)OCO3)C1 (stereo not drawn) | i | 2 | 0 | i | -21 | i | i | -3 | i | i | i
COc1ccccc1CNC(=O)Cc1ccc(Br)cc1 | i | 3 | 4 | i | 0 | i | i | -1 | i | i | i
CC(=O)n1c(Cl)c(NC(=O)CCl)c2ccccc21 | i | 1 | -5 | i | -4 | i | i | -4 | i | i | i
COc1cccc(C(C(=O)NC(C)(C)C)N(C(=O)CCC(=O)Nc2cc(C)on2)c2ccc3c(c2)OCCO3)c1OC (stereo not drawn) | i | 1 | -8 | i | -6 | i | i | -2 | i | i | i

(continued)
Molecule | RGS4 pot | GSK3beta inhib | Dyrk1A ADPGlo | KCNQ1 pot | hERG rescue | KCNQ1 block | RGS4 inh | GSK3A inh | KCNK3 inh | PolyA inhibitor | KCNK9 block
O=C(O)c1[nH]c2ccccc2c1-c1ccccc1 | i | 7 | 0 | i | -6 | i | i | -2 | i | i | i
CC(C)(C)NC(=O)NC(=O)CN1CCN(c2ccccc2O)CC1 | i | 1 | -1 | i | -4 | i | i | -2 | i | i | i
Nn1c(SCC(=O)Nc2c(Cl)cccc2Cl)nncc1=O | i | -1 | 14 | i | -11 | i | i | 2 | i | i | i
CC(C)c1ccc(NC(=O)CN2CCN(C(=O)C3CCCO3)CC2)cc1 (stereo not drawn) | i | 1 | . | i | -9 | i | i | 1 | i | i | i
Nc1cccc(Oc2cnccn2)c1 | i | -2 | 1 | i | 3 | i | i | -3 | i | i | i
O=C(CSc1nc2ccccc2c(=O)n1C1CC1)NCc1ccccc1 | i | 0 | 5 | i | -13 | i | i | 0 | i | i | i
CCC(Cc1ccccc1)NC(=O)CCn1cccc1 (stereo not drawn) | i | -4 | 1 | i | -12 | i | i | -2 | i | i | i
O=C(Oc1ccc2c(c1)OCO2)c1cccs1 | i | -2 | -1 | i | -7 | i | i | -1 | i | i | i
Cc1ccc(OCC(=O)NC2CCS(=O)(=O)C2)cc1 (stereo not drawn) | i | -1 | -3 | i | -6 | i | i | -1 | i | i | i
O=C(Cn1cnnn1)NCCc1ccc(Cl)cc1Cl | i | 3 | 0 | i | -10 | i | i | -4 | i | i | i
O=C1C2C3C=CC(C3)C2C(=O)N1CNc1ccc(O)cc1 (stereo not drawn) | i | 0 | . | i | -10 | i | i | -1 | . | i | i
COc1ccc(C2C(C(=O)NCc3ccccn3)CCC(=O)N2c2cc(OC)c(OC)c(OC)c2)cc1 (stereo not drawn) | i | 4 | -6 | i | -8 | i | i | -2 | i | i | i

(continued)
Molecule | RGS4 pot | GSK3beta inhib | Dyrk1A ADPGlo | KCNQ1 pot | hERG rescue | KCNQ1 block | RGS4 inh | GSK3A inh | KCNK3 inh | PolyA inhibitor | KCNK9 block
Cc1cc(S(=O)(=O)/N=C(\N)c2ccc(C(N)=O)cc2)cc(C)c1F | i | -1 | -3 | i | -9 | i | i | -1 | i | i | i
c1ccc(CCNCC2COc3ccccc3O2)cc1 (stereo not drawn) | i | 0 | 0 | i | -1 | i | i | -1 | i | i | i
C/C(=N\S(=O)(=O)c1ccc(C)cc1)NC(=S)Nc1ccc(C)cc1 | i | 3 | 0 | i | -14 | i | i | -1 | i | i | i
COc1ccc(C(=NN)c2ccc(OC)cc2)cc1 | i | 3 | -4 | i | -12 | i | i | 0 | i | i | i
O=C(NN1C(=O)C2C(C1=O)C1C=CC2C12CC2)c1ccc(Cl)cc1 (stereo not drawn) | i | 13 | . | i | -6 | i | i | -1 | i | i | i
CCOP1(=O)OCC2OC(n3cnc4c(N)ncnc43)C(O)C2O1 (stereo not drawn) | i | -1 | . | i | -4 | i | i | 2 | i | i | i
CC(C)Sc1ncc(S(=O)(=O)c2ccccc2)c(=O)[nH]1 | i | 3 | -5 | i | 0 | i | i | -6 | i | i | i
Cc1ccc(C)c(S(=O)(=O)N2CCN(C(=O)c3cccnc3)CC2)c1 | i | -2 | 2 | i | -7 | i | i | -3 | i | i | i
N#C/C(=C\c1ccc(OCc2ccc(C(=O)O)cc2)cc1)C(=O)NCc1ccccc1 | i | 3 | -4 | i | -7 | i | i | -3 | i | i | i
CC(CCCC(C)(C)O)NC(=O)c1ccc2oc(CCc3ccccc3)nc2c1 (stereo not drawn) | i | 0 | 4 | i | -1 | i | i | -2 | i | i | i
Cc1ccc(OCC(=O)NNC(=O)c2ccc(-n3cncn3)c([N+](=O)[O-])c2)cc1 | i | . | 8 | i | -5 | i | i | 0 | i | i | i
CCNC(=O)C1CC(=O)N(CCCc2ccccc2)C(=Nc2ccccc2)S1 (stereo not drawn) | i | 0 | -3 | i | -7 | i | i | -1 | i | i | i

As a working copy, five of the compounds above.
Molecule | RGS4 pot | GSK3beta inhib | Dyrk1A ADPGlo | KCNQ1 pot | hERG rescue | KCNQ1 block | RGS4 inh | GSK3A inh | KCNK3 inh | PolyA inhibitor | KCNK9 block
Cc1ccc(C)c(S(=O)(=O)N2CCN(C(=O)c3cccnc3)CC2)c1 | i | -2 | 2 | i | -7 | i | i | -3 | i | i | i
N#C/C(=C\c1ccc(OCc2ccc(C(=O)O)cc2)cc1)C(=O)NCc1ccccc1 | i | 3 | -4 | i | -7 | i | i | -3 | i | i | i
CC(CCCC(C)(C)O)NC(=O)c1ccc2oc(CCc3ccccc3)nc2c1 (stereo not drawn) | i | 0 | 4 | i | -1 | i | i | -2 | i | i | i
Cc1ccc(OCC(=O)NNC(=O)c2ccc(-n3cncn3)c([N+](=O)[O-])c2)cc1 | i | . | 8 | i | -5 | i | i | 0 | i | i | i
CCNC(=O)C1CC(=O)N(CCCc2ccccc2)C(=Nc2ccccc2)S1 (stereo not drawn) | i | 0 | -3 | i | -7 | i | i | -1 | i | i | i

Next structures
Molecule | RGS4 pot | GSK3beta inhib | Dyrk1A ADPGlo | KCNQ1 pot | hERG rescue | KCNQ1 block | RGS4 inh | GSK3A inh | KCNK3 inh | PolyA inhibitor | KCNK9 block
CN(CC(=O)N1CCN(c2ccccc2)CC1)C1CCCc2ccccc21 (stereo not drawn) | i | 2 | 1 | i | -4 | i | i | -2 | i | i | i
CC1CN(CCc2ccccc2)c2nc3c(c(=O)n(CC(N)=O)c(=O)n3C)n2C1 (stereo not drawn) | i | 3 | . | i | -5 | i | i | 0 | i | i | i
CCOc1ccc(CC(=O)N/N=C/c2sccc2C)cc1 | i | -6 | -3 | i | -6 | i | i | 0 | i | i | i
COc1ccc(C2CC(=O)OC3=C2C(=O)CC(C)(C)C3)c(OC)c1 (stereo not drawn) | i | -1 | 0 | i | -10 | i | i | -1 | i | i | i
